LmPK inh – qHTS Assay for Inhibitors of Leishmania Mexicana Pyruvate Kinase (LmPK); Potency, µM (doses to about 57.5 µM), for the others: top-dose activity change, negative = inhibition, usual class: inhibitors; purified LmPK, Kinase-Glo ATP luminescence, 1 h; 290,000 compounds, 0.37% hits; Q27686; also: potency is read from the fitted curve at half-maximal effect
Target sequence (Q27686 whole entry, looked up): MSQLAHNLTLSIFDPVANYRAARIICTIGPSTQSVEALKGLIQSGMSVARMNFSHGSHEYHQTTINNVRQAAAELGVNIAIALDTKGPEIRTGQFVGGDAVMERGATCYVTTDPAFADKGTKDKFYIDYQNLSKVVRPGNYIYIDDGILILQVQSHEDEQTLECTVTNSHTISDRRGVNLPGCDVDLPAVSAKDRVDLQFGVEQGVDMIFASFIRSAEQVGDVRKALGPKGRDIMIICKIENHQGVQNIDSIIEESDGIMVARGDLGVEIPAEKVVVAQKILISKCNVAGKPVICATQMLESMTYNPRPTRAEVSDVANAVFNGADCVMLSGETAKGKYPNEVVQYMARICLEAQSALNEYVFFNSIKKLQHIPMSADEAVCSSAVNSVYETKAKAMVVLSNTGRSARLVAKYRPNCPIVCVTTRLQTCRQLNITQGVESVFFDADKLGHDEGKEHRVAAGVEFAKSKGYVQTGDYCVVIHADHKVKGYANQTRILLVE
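ATP generated from ADP (0.1 mM) and PEP (0.5 mM) by 0.1 nM LmPK over 1 h at room temperature (pH 7.2 imidazole buffer) was detected by coupled luciferase luminescence. Values were normalized to uninhibited and no-enzyme wells.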
Tb PYK inh – qHTS of Trypanosoma Brucei Inhibitors. pyruvate kinase (Trypanosoma brucei), Q57TT1. TbPYK enzyme, Kinase-Glo Plus ATP luminescence, 45 min. Potency, µM (series often up to 76.8 µM), for inactives: at the highest dose activity, negative = inhibition, actives largely listed as inhibitors. 410,000 compounds, 0.12% hits. AID 624173, 2012; also: potency is read from the fitted curve at half-maximal effect; nearly all actives have a fitted effect of over 50% in size
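T. brucei PYK with substrate was exposed to pin-transferred compounds across a concentration series, then started with 130 uM ADP (final). After 45 min at room temperature, Kinase-Glo Plus luminescence was read, normalized and curve-fitted.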
Sm TGR block – qHTS Assay for the Inhibitors of Schistosoma Mansoni Peroxiredoxins; 360,000 compounds, 3% hits; Potency, µM (top dose mostly 114 µM), inactives show at the highest dose activity change, negative = inhibition, usual class: inhibitors; AID 485364, 2010; purified TGR, DTNB reduction, TNB absorbance 405 nm; also: potency is read from the fitted curve at half-maximal effect; nearly all actives have a fitted effect of over 60% in size
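TGR 20 nM + NADPH 100 uM (dispensed conc.), cpd preinc 15 min RT; start with NADPH (500 uM addition) then DTNB (15 mM addition). Kinetic TNB absorbance, 405 nm filter. Four-parameter Hill fit across titration.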
AMA1-RON2 inh – qHTS for Inhibitors of AMA1-RON; Towards Development of Antimalarial Drug Lead: Primary Screen. AlphaScreen AMA1-biotinylated RON2 peptide binding. Plasmodium falciparum AMA1 (3D7) - RON2 peptide interaction. Potency, µM (doses to about 58.2 µM), inactives show top-dose activity change, negative = inhibition, hits mostly inhibitors. 360,000 compounds, 0.2% hits;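 also: potency is read from the fitted curve at half-maximal effect; 0% = vehicle wells and -100% = peptide control; nearly all actives have a fitted effect of over 45% in size; some results filed as inactive show a strong effect at the top dose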
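AMA1 (3D7) with his tag at 25 nM final met compounds first, then biotinylated RON2 peptide at 25 nM; detection used donor plus acceptor beads, 10 µg/mL apiece, read by AlphaScreen after 30 min at room temperature.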
AmpC detergent – qHTS Inhibitors of AmpC Beta-Lactamase (assay with detergent); AmpC hydrolysis of nitrocefin, absorbance 480 nm, 0.01% Triton; 370,000 compounds, 0.041% hits; Potency, µM (series often up to 114 µM), for inactives: at the top dose activity change, negative = inhibition, most hits filed as inhibitors; P00811;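 also: potency is read from the fitted curve at half-maximal effect; 0% = no-compound wells and -100% = no-enzyme wells; nearly all actives have a fitted effect of over 25% in size; some results filed as inactive show a strong effect at the top dose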
Target sequence (P00811 whole entry, looked up): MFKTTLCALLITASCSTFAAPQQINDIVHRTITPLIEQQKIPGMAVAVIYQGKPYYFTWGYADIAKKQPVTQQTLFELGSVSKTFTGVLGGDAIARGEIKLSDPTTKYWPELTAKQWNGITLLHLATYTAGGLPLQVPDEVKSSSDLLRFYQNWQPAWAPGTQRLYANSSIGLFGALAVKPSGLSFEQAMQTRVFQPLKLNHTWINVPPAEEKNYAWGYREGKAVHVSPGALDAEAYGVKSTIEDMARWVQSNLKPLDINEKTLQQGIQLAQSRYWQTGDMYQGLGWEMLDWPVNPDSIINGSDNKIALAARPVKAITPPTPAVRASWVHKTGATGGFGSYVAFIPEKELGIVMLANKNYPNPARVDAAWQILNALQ
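AmpC (5.3 nM in the dispensed reagent) in 20 mM phosphate pH 7.0 with 0.01% (detergent screen) or 0.0001% Triton X-100 was preincubated with compounds for 15 min at room temperature. Nitrocefin was then added from an 800 uM solution, and hydrolysis was followed at 480 nm.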
AmpC inh no detg – qHTS Inhibitors of AmpC Beta-Lactamase (assay without detergent). Potency, µM (doses to about 57.1 µM), inactives show top-dose activity change, negative = inhibition, most hits filed as inhibitors. P00811. 330,000 compounds, 0.52% hits. AmpC nitrocefin hydrolysis, absorbance 480 nm, 0.0001% Triton;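 also: potency is read from the fitted curve at half-maximal effect; plate controls were no compound for no effect and no enzyme for full effect; nearly all actives have a fitted effect of over 20% in size; some results filed as inactive show a strong effect at the top dose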
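20 mM phosphate pH 7.0 + 0.01% (detergent screen) or 0.0001% Triton X-100; 5.3 nM AmpC reagent; cpd preinc 15 min RT; nitrocefin (800 uM stock) to start; A480 q20 s × 4 min; Activity was normalised to no-enzyme and no-compound control wells.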
HCMV inh – qHTS Assay for inhibitors of the human cytomegalovirus (HCMV). HFF cells, HCMV-luciferase reporter, 72 h; active compounds read low. activity change, negative = inhibition, % at 57.5 µM. 410,000 compounds, 4.5% hits; in the data active = activity change below about -60%; inconclusive = no clear call, values can overlap the other calls; inactive = above about -39%
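After 16 h attachment at 37C, HFF cells received test compound and HCMV-luciferase (1 PFU/cell); reporter luminescence read 72 h later, data normalized against buffer-only and known inhibitor Salinomycin.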
Starred values were filed as active, the others as inactive; ? = inconclusive; . = not tested or not shown; & = joins results of further samples; [ ] = dose if it differs, or a comment. Unless noted, calls follow the shape of the dose curve; as a rule, active = well fitted curve in the direction sought with a large enough effect; inconclusive = small, poorly fitted or top-dose-only effect, or another doubt; inactive = no such curve, though single readings can be large; an effect the other way counts as inactive or inconclusive. Unless noted, % is scaled to controls: 0 for no effect and ±100 for the full control effect.

structure	LmPK inh	Tb PYK inh	Sm TGR block	AMA1-RON2 inh	AmpC detergent	AmpC inh no detg	HCMV inh
COC(=O)c1ccc(CSc2nnc3sc4ccccc4n23)o1	7%	-3%	?	-8%	-10%	-16%	33
Cc1noc(C)c1COc1ccc(C(=O)Nc2ccccc2)cc1	-5%[11.5 µM]	2%	3%	-12%	5%	-22%	?
COc1ccccc1N1CCN(CCCCCCOc2ccc(F)cc2)CC1	-3%	-5%	-6%	-13%	-20%	14%	?
C[C@H](CO)N1C[C@H](C)[C@H](CN(C)C(=O)Nc2ccc(C(C)(C)C)cc2)OCc2cnnn2CCCC1=O	.	3%	.	11%	.	.	-19
CC(=O)OC(C(=O)NCc1ccco1)c1cccnc1 (stereo not given)	2%	-5%	?	19%	?	-6%	10
Cc1c(C(=O)NCc2ccc3c(c2)OCO3)sc2nc(-c3ccccc3)cn12	3%	5%	-4%	-1%	10%	-11%	-21
CCOc1ccc(Oc2cc(C)nc(SC)n2)nn1	2%	2%	0%	-10%	-9%	-11%	115
COc1ccc(CCNC(=O)c2sc(=S)n(C)c2N)cc1	4%	-4%	-11%	3%	-10%	-3%	-15
O=C(NCc1cccs1)c1ccc(Cn2c(SCc3ccccc3)nc3cccnc32)cc1	.	-5%	1%	.	15%	.	-14
CC(C)(C)NC(=O)CN(C(=O)CSc1nnc(COc2ccccc2)o1)c1cccc(F)c1	-3%	-9%	-1%	0%	0%	67%[activator]	-5
CCOC(=O)N1CCN(C(=O)C(NS(=O)(=O)c2cccc3nsnc23)c2ccccc2)CC1 (stereo not given)	-1%	-2%	-12%	0%	4%	45%	31
Cc1ccsc1CN(C)C(=O)CCc1nnc(COc2ccccc2)o1	-1%	-2%	1%[57.1 µM]	-4%	-9%	42%	157
CC(C)c1ccc(NC(=O)c2ccc(NC3=NC4CS(=O)(=O)CC4S3)cc2)cc1 (stereo not given)	0%	-8%	-6%	70%[activator]	-10%	96%[activator]	?
CCCn1c(=O)c2ccccc2n2c(SCC(=O)/C(C#N)=C(\C)N)nnc12	-6%	-5%	-3%	-4%	-14%	-18%	?
CCN(CC)C(=O)CSc1nc(O)cc(=O)n1-c1ccccc1OC	3%	-9%	0%	-1%	-10%	-5%	33
COc1cccc(CNC(=O)c2ccc(CS(=O)Cc3ccc(Cl)cc3)o2)c1 (stereo not given)	.	-6%	-22%	.	14%	.	-19
Cc1c(C(=O)NCc2cccc(Br)c2)oc2ccc3c(c12)C(=O)CC(C)(C)O3	.	2%	3%	.	27%	.	58
COc1cc(Cl)c(C)cc1NC(=O)Cn1ncc2c(=O)oc3ccccc3c21	.	-9%	-2%	.	-1%	.	3
COc1ccc(CN2C(=O)c3cccnc3C2=O)cc1S(=O)(=O)N1CCOc2ccc(C)cc21	3%	-1%	-7%	20%	0%	84%[activator]	-31
Cc1ccc(C(=O)N2CCC(C(=O)NC3CCCC3)CC2)cc1	-6%	-4%	-5%	-4%	3%	5%	-23
CN1C(=O)C(Cc2ccc(OCc3ccccc3)cc2)C(=O)N(C)C1=O	0%	-6%	-2%	-3%	2%	-18%	-21
COC(=O)c1scc(-c2ccc(C)cc2)c1S(=O)(=O)N1CCN(c2ccc(F)cc2)CC1	.	-3%	0%	.	22%	.	-27
Cc1ccccc1OCc1nc2ccccc2c(=O)n1N	0%	4%	-5%	-5%	-7%	-14%	11
Cc1ccc(Cn2c(C)c(C(=O)NCc3ccc4c(c3)OCO4)sc2=O)cc1	.	4%	.	-27%	.	.	-19

Profiles, looked up by structure. Values in the order: LmPK inh, Tb PYK inh, Sm TGR block, AMA1-RON2 inh, AmpC detergent, AmpC inh no detg, HCMV inh
Shown for `CCN(CC)C(=O)CSc1nc(O)cc(=O)n1-c1ccccc1OC` → 3%, -9%, 0%, -1%, -10%, -5%, 33
Shown for `CC(C)c1ccc(NC(=O)c2ccc(NC3=NC4CS(=O)(=O)CC4S3)cc2)cc1` (stereo not given) → 0%, -8%, -6%, 70%[activator], -10%, 96%[activator], ?
Shown for `Cc1ccccc1OCc1nc2ccccc2c(=O)n1N` → 0%, 4%, -5%, -5%, -7%, -14%, 11
Shown for `COc1cc(Cl)c(C)cc1NC(=O)Cn1ncc2c(=O)oc3ccccc3c21` → ., -9%, -2%, ., -1%, ., 3
Shown for `COc1cccc(CNC(=O)c2ccc(CS(=O)Cc3ccc(Cl)cc3)o2)c1` (stereo not given) → ., -6%, -22%, ., 14%, ., -19

(more compounds)
structure	LmPK inh	Tb PYK inh	Sm TGR block	AMA1-RON2 inh	AmpC detergent	AmpC inh no detg	HCMV inh
Cc1ccc(C(=O)N/N=C\c2ccc3c(c2)OCO3)cn1	0%	-14%	-5%	-10%	0%	-14%	-6
CC(C)CC(=O)Nc1nc2ccc(S(=O)(=O)N3CCOCC3)cc2s1	5%	5%	3%	0%	-7%	-10%	-10
O=C(CNS(=O)(=O)c1ccccc1)OCC(=O)c1ccc(OC(=O)c2ccccc2)cc1	5%	-11%	-14%	-1%	1%	-27%	4
COc1ccc(Cn2cnc3c([N+](=O)[O-])c(C)c(C)cc32)cc1	2%	0%	6%	-11%	-7%	-13%	24
CCC(=O)N1CCc2cc(OC)c(OC)cc2C1COc1ccccc1OC (stereo not given)	-5%	3%&5%	0%&5%	-19%	5%&-3%	49%	83&10
Nc1ccn([C@@H]2O[C@H](CNCc3cnc(N4CCOCC4)nc3)[C@@H](O)[C@H]2O)c(=O)n1	.	-4%	.	-3%	.	.	13
O=C(COC(=O)c1ccccn1)NC12CC3CC(CC(C3)C1)C2	-1%	-4%	-2%	7%	5%	-23%	2
c1ccc(OCCNc2ccn3nc(-c4cccs4)cc3n2)cc1	.	0%	.	69%[activator]	.	.	67
CN(C)S(=O)(=O)c1cccc(NS(=O)(=O)c2ccc(Cl)s2)c1	0%	-7%	5%	-11%	?	-22%	?
C/C(Cc1ccccc1)=N\NC(=O)CCCCCC(=O)N/N=C(\C)Cc1ccccc1	2%	-5%	14%	59%[activator]	6%	4%	-7
COCc1cc(NCc2ccc(Cl)cc2)nc(C)n1	-4%	4%	1%	5%	2%	-2%	5
O=C(Cn1c(-c2ccccn2)nc2ccccc21)N/N=C/c1ccccn1	-8%[11.5 µM]	3%	11%	133%[activator]	8%	-32%	-34
CC(C)(C)c1ccc(C(=O)Nc2onc3c2CCCC3)cc1	.	-5%	11%	.	0%	.	-75*
O=C1CCCc2nc3c(cc21)C(O)Oc1c-3ccc2ccccc12 (stereo not given)	-10%	-4%	1%	-11%	2%	-3%	6
COc1ccc(N(CC(=O)NC2CCCC2)C(=O)Cn2nnc(-c3ccc(F)cc3)n2)cc1	0%	0%	4%	9%	-3%	20%	-19
CC(C)C(NC(=O)c1c(F)cccc1F)C(=O)N1CCN(S(=O)(=O)c2ccc(F)cc2)CC1 (stereo not given)	.	1%	5%	12%	-3%	0%	-13
N/C(=N\NC(=O)c1sccc1OCc1ccc(Cl)cc1Cl)c1ccccn1	0%	2%	23%	33%[activator]	0%	-24%	?
C[C@H]1C=C(C(=O)O)O[C@@H](OCc2ccc(CO)cc2)C1	.	2%	.	5%	.	.	-30
O=C(Nc1ccc2c(c1)C(=O)N(c1ccccc1)C2=O)c1cccs1	3%	9%	16%	-9%	?	-24%	14
COc1ccc(/C=C/C(=O)OCC(=O)N2CCCCCC2)cc1OC	.	3%	.	2%	.	11%	27
CN(CC(=O)Nc1ccccc1Cl)C(=O)Cn1cnc2ccccc2c1=O	.	0%	4%	-1%	?	-10%	-7
COC(=O)c1ccccc1OC(=O)c1ccc(Br)o1	-4%	-12%	-3%	-1%	?	-13%	-24
CC(NC(=O)CSc1nc(=O)cc(N)n1-c1ccccc1)c1ccccc1 (stereo not given)	3%	-5%	1%	-3%	1%	-8%	-18
COC(=O)c1cc(S(=O)(=O)NCC2CCN(Cc3ccc(Cl)cc3)CC2)c[nH]1	-7%	2%	-21%	0%	-6%	-14%	-29
O=C(O)[C@H]1CCCC[C@H]1C(=O)Nc1ccc(S(=O)(=O)N2CCOCC2)cc1	-3%	0%	7%	1%	0%	-9%	-15
Cc1cccn2c(=O)c(/C=C(\C#N)C(=O)NC3CCS(=O)(=O)C3)c(Oc3ccccc3Cl)nc12 (stereo not given)	6%	0%	-26%	13%	0%	62%[activator]	59
Cc1cc(CNC(=O)Cc2c(F)cccc2Cl)nn1C	-1%	13%	-8%	12%	-1%	-13%	14
CC(=Nc1ccc(F)cc1)c1c(O)n(C)c(=O)[nH]c1=O	5%	0%	-3%	3%	?	-35%	-30
O=C(COC(=O)c1ccc(F)cc1F)NC1CC1	-17%	0%	20%	10%	0%	-16%	-7
COc1ccc(-c2nc3cc([N+](=O)[O-])ccc3o2)cc1OC	4%	3%	10%	-6%	9%	-3%	1
CCN(CC)c1ccc(/C=N/N2CCN(Cc3cccc4ccccc34)CC2)c(O)c1	3%	-1%	18%	-17%	?	-17%	-28
CCCCOC(=O)Nc1ccc(S(=O)(=O)Nc2onc(C)c2C)cc1	4%	3%	7%	-1%	0%	-8%	-8
CC(C(=O)OCC(=O)N1CCN(c2ccccc2)CC1)N1C(=O)c2ccccc2C1=O (stereo not given)	.	4%	0%	0%	?	30%	39
C[C@H](NC(=O)[C@@H]1CSC2c3ccccc3C(=O)N21)C(=O)NCc1c(F)cccc1Cl (stereo not given in full)	-5%	-9%	0%	4%	-3%	9%	0
O=C1C(=NO)CCc2ccccc21	.	0%	.	-2%	.	.	11
CCOC(=O)c1c(C)n(CCOc2ccccc2)c2ccc(O)cc12	-15%	-1%	8%	7%	1%	-13%	-29
O=C(CSc1nnc(-c2ccncc2)n1-c1ccccc1)Nc1ccc(C(=O)O)cc1	4%	4%	-1%	-7%	0%	13%	32
Cc1nc2ccc(Cl)cc2nc1C	-2%	-4%	-1%	2%	-4%	-10%	8
